High-throughput results as filed in PubChem.
ROC1-CUL1 inh = inhibitors of human ROC1-CUL1 ubiquitin ligase activity | P62877+Q13616 | AID 1347404 | 140,000 compounds, 0.6% hits | in vitro K48 di-Ub FRET, acceptor:donor ratio, 45 min | inhibition, % at 10 µM; in the data active means inhibition above about 25%
Target sequence (P62877 whole entry, looked up): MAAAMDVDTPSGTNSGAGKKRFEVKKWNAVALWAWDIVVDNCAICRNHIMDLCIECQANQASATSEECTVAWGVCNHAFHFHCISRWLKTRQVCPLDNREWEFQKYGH
Target sequence (Q13616 whole entry, looked up): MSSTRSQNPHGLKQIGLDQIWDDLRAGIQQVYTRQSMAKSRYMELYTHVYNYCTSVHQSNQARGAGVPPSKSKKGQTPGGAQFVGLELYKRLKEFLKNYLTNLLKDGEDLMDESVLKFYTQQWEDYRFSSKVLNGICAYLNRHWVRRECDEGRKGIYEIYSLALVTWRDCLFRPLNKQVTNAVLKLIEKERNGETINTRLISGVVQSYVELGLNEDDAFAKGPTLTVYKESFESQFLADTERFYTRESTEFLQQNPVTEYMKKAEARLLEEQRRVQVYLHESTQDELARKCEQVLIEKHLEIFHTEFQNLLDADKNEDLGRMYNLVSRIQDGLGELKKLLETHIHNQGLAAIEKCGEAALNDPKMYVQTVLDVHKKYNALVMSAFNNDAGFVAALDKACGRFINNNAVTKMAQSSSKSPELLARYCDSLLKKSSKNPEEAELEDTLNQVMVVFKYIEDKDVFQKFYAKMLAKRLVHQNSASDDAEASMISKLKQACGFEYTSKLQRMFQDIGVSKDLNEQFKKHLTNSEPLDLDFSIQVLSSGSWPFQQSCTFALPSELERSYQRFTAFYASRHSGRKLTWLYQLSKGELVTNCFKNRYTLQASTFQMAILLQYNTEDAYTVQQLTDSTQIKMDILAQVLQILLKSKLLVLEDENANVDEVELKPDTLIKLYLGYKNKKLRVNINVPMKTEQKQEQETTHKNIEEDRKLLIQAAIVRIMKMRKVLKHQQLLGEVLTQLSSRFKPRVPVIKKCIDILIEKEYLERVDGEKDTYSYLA
Active calls of the source: *. An excerpt; count on the stated rates, not on these rows.

`Nc1c(C(=O)Nc2ccc(Cl)cc2F)sc2nc(-c3ccc4c(c3)OCO4)ccc12` gave ROC1-CUL1 inh -0.7.
`COC(=O)C1C(C)=CC(=Nc2ccc(C)cc2)C(C(=O)OC)C1c1ccc(F)cc1` (stereo not given) gave ROC1-CUL1 inh -2.6.
For COc1ccc(C(=O)N2CCN(c3ccccc3)CC2)cc1S(=O)(=O)N(C)C the results were ROC1-CUL1 inh 1.0.
Screening Brc1ccc(-c2csc(N3CCCCCC3)n2)cc1 returned ROC1-CUL1 inh -0.8.
Screening CCc1cc2c(cc3c(=O)n(CC(=O)NC(C)c4ccccc4)ncn32)s1 (stereo not given) returned ROC1-CUL1 inh -2.9.
Screening CCOC(=O)c1ccc(NC(=O)c2cc(S(=O)(=O)N3CCOCC3)ccc2O)cc1 returned ROC1-CUL1 inh -8.6.
CCOc1cc(C2C(C(=O)c3cc4ccccc4o3)C(=O)C(=O)N2CCN2CCOCC2)ccc1O (stereo not given) was read as ROC1-CUL1 inh 8.1.
COc1ccc(N2C(=O)C(=Nc3ccc(C)c(Cl)c3)C(Cl)C2=O)cc1 (stereo not given) was read as ROC1-CUL1 inh 14.5.
Screening O=C(NC1=NCCS1)c1ccc(-c2ccccc2)cc1 returned ROC1-CUL1 inh 6.0.
For O=C1S/C(=C/c2ccccc2F)C(=O)N1CCNC1NS(=O)(=O)C2CCCCC12 (stereo not given) the results were ROC1-CUL1 inh -2.2.
For CCOC(=O)c1cc(C(C)=O)n2ccccc12 the results were ROC1-CUL1 inh 4.5.
`CCOc1ccc(N2CC(C(=O)Nc3cccc(O)c3)CC2=O)cc1` (stereo not given) gave ROC1-CUL1 inh 9.4.
For CN(C)C=Nc1cc(=O)n(C)c(=O)n1C the results were ROC1-CUL1 inh -6.9.
CCCNC(=O)C1CCN(Cc2ccccc2C)CC1 was read as ROC1-CUL1 inh 4.0.
C/C(=N\Nc1ccc([N+](=O)[O-])cc1)c1cccc(N)c1 was read as ROC1-CUL1 inh -0.5.
`O=C(Nc1cccc(-n2cnnn2)c1)C1CCCN1CCCC(F)(F)F` (stereo not given) gave ROC1-CUL1 inh 4.1.
`CC(=O)N1N=C(c2cccc([N+](=O)[O-])c2)OC1c1ccc(Cl)cc1Cl` (stereo not given) gave ROC1-CUL1 inh 7.5.
CC(=O)Nc1ccccc1NC(=O)Nc1cccc(Cl)c1 was read as ROC1-CUL1 inh -10.1.
OCc1cn(C2CCN(Cc3cc4c(cc3Cl)OCO4)CC2)nn1 was read as ROC1-CUL1 inh 5.8.
Screening CCC(C)(C)C(=O)Nc1ccc(Br)c(C)c1 returned ROC1-CUL1 inh -2.4.
Screening CCC(=O)N1CCC(Oc2ccc(C(=O)NC3CCCC3)cc2Cl)CC1 returned ROC1-CUL1 inh 6.7.
COc1ccc2ccccc2c1/C=N\NC(=O)COc1cccc(C)c1C was read as ROC1-CUL1 inh 0.8.
Screening CC1CN(C(=O)C(C)(C)Oc2ccc(Cl)cc2Cl)CC(C)O1 (stereo not given) returned ROC1-CUL1 inh -1.7.
`Cc1ccc(Nc2c(-c3ccc(N4CCOCC4)cc3)nc3c(C)cccn23)cc1` gave ROC1-CUL1 inh 1.1.
`COc1cc(NC(=S)NCc2ccco2)c(OC)cc1Cl` gave ROC1-CUL1 inh 1.8.
Screening N#CC1C=C(C(=O)O)C(=O)N=C1SCc1ccccc1Cl (stereo not given) returned ROC1-CUL1 inh 73.1*.
`COc1ccc(CC2(CO)CCN(Cc3csc(C(C)=O)c3)CC2)cc1` gave ROC1-CUL1 inh 5.8.
COc1ccc(C(=O)Nc2ccc(/C(C)=N/NS(=O)(=O)Cc3ccccc3)cc2)cc1OC was read as ROC1-CUL1 inh 0.9.
`COc1ccccc1CNc1cncnc1` gave ROC1-CUL1 inh 15.5.
Screening Cc1csc(C2N(O)c3ccccc3-c3ccccc3N2O)n1 returned ROC1-CUL1 inh -3.7.
O=C(CN1C(=O)COc2ccc(S(=O)(=O)N3CCCCCC3)cc21)N1CCN(c2ccccc2)CC1 was read as ROC1-CUL1 inh 5.7.
Screening CCC(Oc1ccccc1OC)C(=O)NC(C)C (stereo not given) returned ROC1-CUL1 inh 16.0.
COc1ccc(/C(C)=N/Nc2nc3ccccc3s2)cc1 was read as ROC1-CUL1 inh 6.3.
Screening CCOc1ccc(C(=O)Nc2ccc3oc(-c4cccnc4)nc3c2)cc1 returned ROC1-CUL1 inh -3.7.
C=CCOc1ccccc1CNCCc1ccc(S(N)(=O)=O)cc1 was read as ROC1-CUL1 inh 1.3.
CCc1cccc(CC)c1NC(=O)CSc1nnc(Cc2ccccc2)n1C was read as ROC1-CUL1 inh 6.0.
CC(=O)N1CCCc2cc(S(=O)(=O)N3CCC(C(=O)NCc4ccccc4)CC3)ccc21 was read as ROC1-CUL1 inh -6.8.
`COC1CCN(C(=O)C2CCC(=O)N(CCc3cccc(F)c3)C2)CC1` (stereo not given) gave ROC1-CUL1 inh 3.8.
Screening O=C(O)c1ccc(/C=N\NC(=O)c2cc3cc(Br)ccc3o2)cc1 returned ROC1-CUL1 inh 0.9.
`Cc1cccc(C(=O)Nc2ccc(C(=O)OCc3cc(=O)n4c5c(sc4n3)CCCC5)cc2)c1` gave ROC1-CUL1 inh 5.6.
For Cc1[nH]cnc1CSCc1ccc(Cl)cc1 the results were ROC1-CUL1 inh -2.9.
For CCc1cccc(NC(=O)c2c(N3CCCC3=O)c3cc(C)ccc3n2C)c1 the results were ROC1-CUL1 inh 9.0.
Screening CCC(=O)N(c1cccc(Cl)c1)c1nc(-c2ccc(OC)cc2)c(C)s1 returned ROC1-CUL1 inh -2.0.
For CCOc1ccc(C2C3=C(CCCC3=O)OC(=N)C2C#N)cc1OCC (stereo not given) the results were ROC1-CUL1 inh 0.2.
For CCc1ccc(NC(=O)c2ccc3c(=O)n4nc(Nc5ccccc5C)sc4nc3c2)cc1 the results were ROC1-CUL1 inh -1.3.
Screening Cc1nc(-c2ccncc2)ncc1C(C)NCc1ccccn1 (stereo not given) returned ROC1-CUL1 inh -1.1.
`COc1ccc(-c2nc(-c3ccc4c(c3)C(=O)c3ccccc3-4)c(-c3ccccc3)[nH]2)cc1` gave ROC1-CUL1 inh -7.3.
Screening CCCc1[nH]nc2c1C(c1cc(OC)ccc1OC)C(C#N)C(=N)O2 (stereo not given) returned ROC1-CUL1 inh -4.6.
C#CCSc1ncnn1C(=O)/C=C/c1ccccc1 was read as ROC1-CUL1 inh 4.5.
COc1ccc(-c2csc3ncnc(Oc4ccc5ccc(=O)oc5c4)c23)cc1 was read as ROC1-CUL1 inh 7.7.
Screening COc1ccc(CCNC(=O)CCn2c(=O)c3ccccc3n(Cc3cc(C)ccc3C)c2=O)cc1OC returned ROC1-CUL1 inh 12.0.
For OC(CCc1ccccc1)c1ccc2c(c1)CN(Cc1ccco1)CCO2 (stereo not given) the results were ROC1-CUL1 inh -7.5.
Screening COc1ccc(CC(=O)NCCc2csc(-c3cccc(C)c3)n2)cc1 returned ROC1-CUL1 inh -1.6.
Screening COc1cc(Br)c(Br)c(/C=C2\SC(c3ccc(C)cc3)=NC2=O)c1O returned ROC1-CUL1 inh 93.0*.
CC(C)COc1ccccc1NC(=O)c1ccccc1 was read as ROC1-CUL1 inh 9.8.
Screening Cc1ccccc1S(=O)(=O)NCc1cccnc1 returned ROC1-CUL1 inh 4.7.
Screening COc1ccc(OC)c(CNC(=O)C2CCN(S(=O)(=O)c3cn(C)cn3)CC2)c1 returned ROC1-CUL1 inh -7.3.
`Cc1csc2c(OS(C)(=O)=O)cccc12` gave ROC1-CUL1 inh 14.8.
`CC(=O)C1=NN(c2ccccc2C)C2(S1)SC(c1ccc(Br)cc1)(c1ccc(Br)cc1)c1ccccc12` (stereo not given) gave ROC1-CUL1 inh 2.2.
Screening CSc1nn(-c2cc(Cl)nc(-c3ccccc3)n2)c(N)c1C#N returned ROC1-CUL1 inh -7.5.

Among those listed so far, these have two or more sulfur atoms.
For O=C1S/C(=C/c2ccccc2F)C(=O)N1CCNC1NS(=O)(=O)C2CCCCC12 (stereo not given) the results were ROC1-CUL1 inh -2.2.
`Cc1csc2c(OS(C)(=O)=O)cccc12` gave ROC1-CUL1 inh 14.8.
`CC(=O)C1=NN(c2ccccc2C)C2(S1)SC(c1ccc(Br)cc1)(c1ccc(Br)cc1)c1ccccc12` (stereo not given) gave ROC1-CUL1 inh 2.2.

Next section
Screening COc1cc(-c2cc(C)c3c(OC)ccc(OC)c3n2)cc2c1OCCN(C(C)=O)C2 returned ROC1-CUL1 inh 1.7.
For CCC(C)NC(=O)c1ccc(NC(=O)C2(c3ccccc3)CCCC2)cc1 (stereo not given) the results were ROC1-CUL1 inh -6.0.
O=c1oc(-c2ccc(Cl)cc2)nc2ccc(Br)cc12 was read as ROC1-CUL1 inh -0.5.
`CCCc1c(-c2ccccc2)nc2[nH]c3ccccc3n2c1=O` gave ROC1-CUL1 inh 4.4.
CC1(C)CC(=O)C2=C(C1)OC(=N)C([N+](=O)[O-])C2c1ccc(F)cc1 (stereo not given) was read as ROC1-CUL1 inh 11.3.
For O=C1CCC(=O)N1CCc1c[nH]c2ccc(OCc3ccccc3)cc12 the results were ROC1-CUL1 inh 3.9.
O=C(N/N=C/c1ccc(Cl)cc1)C1CC1c1ccccc1 (stereo not given) was read as ROC1-CUL1 inh -5.2.
O=S(=O)(Cc1ccccc1)N1CCC(n2cc(CO)nn2)CC1 was read as ROC1-CUL1 inh 2.6.
`Cc1ccc(NC(=O)Cn2c(=O)n(Cc3ccco3)c(=O)c3oc4ccccc4c32)cc1C` gave ROC1-CUL1 inh -10.4.
COc1cc(/C=N\Nc2nc(C)c(C(C)=O)s2)cc(Br)c1O was read as ROC1-CUL1 inh -6.7.
`CCS(=O)(=O)c1nc(S(=O)(=O)c2ccc(Cl)cc2)c(NCc2ccccc2Cl)s1` gave ROC1-CUL1 inh -0.5.
Screening CCO[C@H]1[C@H](NC(=O)c2cccnc2)c2ccccc2C12CCN(C(=O)c1ccc(F)cc1)CC2 returned ROC1-CUL1 inh -5.6.
COc1ccccc1CNn1c(C)nnc1SCc1ccccc1F was read as ROC1-CUL1 inh 3.0.
Screening Cn1c(=Nc2ccc(Cl)cc2)sc2ccccc21 returned ROC1-CUL1 inh -2.1.
CCOc1cc(S(=O)(=O)N2CCOCC2)c(C)cc1C was read as ROC1-CUL1 inh -8.8.
`CN(C)C(=O)CSc1nc(C(C)(C)C)cs1` gave ROC1-CUL1 inh 3.0.
Screening CCc1cccc(C)c1NC(=O)c1ccc(CN2CCCCC2)cc1 returned ROC1-CUL1 inh -2.7.
`CC(Oc1ccccc1F)C(=O)NC1CCS(=O)(=O)C1` (stereo not given) gave ROC1-CUL1 inh 3.0.
CCN(CC)CC(O)COc1ccc(CNC)cc1OC (stereo not given) was read as ROC1-CUL1 inh -4.7.
`O=C(CCN1CCCCO1)N1CCc2[nH]nc(C3CCC3)c2C1` gave ROC1-CUL1 inh -2.9.
For CCc1nn2c(Cc3ccc(F)cc3)nnc2s1 the results were ROC1-CUL1 inh 6.0.
For Cc1ccccc1NC(=O)CSc1cn(CC(=O)N2CCCCCC2)c2ccccc12 the results were ROC1-CUL1 inh 2.9.
`COC(=O)CCC(=O)N1CCCC(CO)(Cc2ccccc2)C1` (stereo not given) gave ROC1-CUL1 inh 12.4.
Screening COc1ccc(C2=C(/C=C3/SC(=S)NC3=O)C(c3ccccc3)c3ccccc3O2)cc1OC (stereo not given) returned ROC1-CUL1 inh 2.4.
`CCC(=O)NC(C)CCc1ccccc1` (stereo not given) gave ROC1-CUL1 inh -5.7.
For C=CCn1c(CNc2ccc(C)cc2)nnc1SC(C)C(=O)N/N=C/c1ccc(Cl)cc1 (stereo not given) the results were ROC1-CUL1 inh -4.8.
Screening CC1CCCCC1N1CN=C2C(C1)C(=O)N(C)C(=O)N2C (stereo not given) returned ROC1-CUL1 inh -7.7.
Screening CCOc1ccc2c(c1)-c1c(ssc1=Nc1ccc(S(=O)(=O)NC(C)=O)cc1)C(C)(C)N2 returned ROC1-CUL1 inh 14.8.
`Cc1cc(NC(=O)c2ccc3c(c2)C(=O)N(CC2CCCO2)C3=O)no1` (stereo not given) gave ROC1-CUL1 inh 5.0.
For NC(=O)NCCOc1ccccc1 the results were ROC1-CUL1 inh 2.2.

12 entries already listed, arranged by number of heavy atoms, smallest number first.
For NC(=O)NCCOc1ccccc1 the results were ROC1-CUL1 inh 2.2.
`CCC(=O)NC(C)CCc1ccccc1` (stereo not given) gave ROC1-CUL1 inh -5.7.
`CN(C)C(=O)CSc1nc(C(C)(C)C)cs1` gave ROC1-CUL1 inh 3.0.
For CCc1nn2c(Cc3ccc(F)cc3)nnc2s1 the results were ROC1-CUL1 inh 6.0.
CCOc1cc(S(=O)(=O)N2CCOCC2)c(C)cc1C was read as ROC1-CUL1 inh -8.8.
CCN(CC)CC(O)COc1ccc(CNC)cc1OC (stereo not given) was read as ROC1-CUL1 inh -4.7.
`COC(=O)CCC(=O)N1CCCC(CO)(Cc2ccccc2)C1` (stereo not given) gave ROC1-CUL1 inh 12.4.
Screening CCc1cccc(C)c1NC(=O)c1ccc(CN2CCCCC2)cc1 returned ROC1-CUL1 inh -2.7.
`Cc1cc(NC(=O)c2ccc3c(c2)C(=O)N(CC2CCCO2)C3=O)no1` (stereo not given) gave ROC1-CUL1 inh 5.0.
For Cc1ccccc1NC(=O)CSc1cn(CC(=O)N2CCCCCC2)c2ccccc12 the results were ROC1-CUL1 inh 2.9.
For C=CCn1c(CNc2ccc(C)cc2)nnc1SC(C)C(=O)N/N=C/c1ccc(Cl)cc1 (stereo not given) the results were ROC1-CUL1 inh -4.8.
Screening COc1ccc(C2=C(/C=C3/SC(=S)NC3=O)C(c3ccccc3)c3ccccc3O2)cc1OC (stereo not given) returned ROC1-CUL1 inh 2.4.

The listing continues:
Screening CC(C)=NNC(=O)COc1c(C)cccc1C returned ROC1-CUL1 inh -0.9.
Screening COc1cccc(-c2n[nH]c3c2CN(S(=O)(=O)c2cccs2)CC3)c1 returned ROC1-CUL1 inh -2.7.
CCc1nn(CC(=O)N2CCN(c3cccc(C)c3C)CC2)c(=O)c2cc3occc3n12 was read as ROC1-CUL1 inh 5.2.
For COc1ccccc1-c1ccnc(-n2ncc(C(=O)NC3CCCC3)c2C2CC2)n1 the results were ROC1-CUL1 inh 0.1.
For O=C1NC(=NCCc2ccccc2)N/C1=C/c1ccccc1Cl the results were ROC1-CUL1 inh 4.3.
`CC(=O)N1CCN(c2ccc(NCc3ccc(OCc4cccs4)cc3)cc2)CC1` gave ROC1-CUL1 inh -2.4.
